DT40 TDP1 CPT = growth inhibition of DT40 Tdp1-/-;hTDP1 cells with camptothecin (screen for TDP1 inhibitors); chicken DT40 Tdp1-/-;hTDP1 cells + 20 nM CPT, ATP luminescence, 48 h; Potency, µM (top dose mostly 46.2 µM), without a hit: top-dose activity change, negative = growth inhibition, hits mostly inhibitors; 420,000 tested, 12% active; note: nearly all actives have a fitted effect of over 55% in size
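Chicken DT40 Tdp1-/- cells complemented with human TDP1, 400 cells/well, exposed to compounds plus 20 nM camptothecin for at least 48 h at 37 C; viability read as ATP content by CellTiter-Glo luminescence.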
GCN5L2 inh = GCN5L2 (KAT2A) acetyltransferase inhibition; Q92830; GCN5L2 HAT assay, ThioGlo1 CoA-SH fluorescence; Potency, µM (series often up to 58.9 µM), for inactives: top-dose activity change, negative = inhibition, actives largely listed as inhibitors; 390,000 tested, 0.21% active; AID 504327
Target sequence (Q92830 whole entry, looked up): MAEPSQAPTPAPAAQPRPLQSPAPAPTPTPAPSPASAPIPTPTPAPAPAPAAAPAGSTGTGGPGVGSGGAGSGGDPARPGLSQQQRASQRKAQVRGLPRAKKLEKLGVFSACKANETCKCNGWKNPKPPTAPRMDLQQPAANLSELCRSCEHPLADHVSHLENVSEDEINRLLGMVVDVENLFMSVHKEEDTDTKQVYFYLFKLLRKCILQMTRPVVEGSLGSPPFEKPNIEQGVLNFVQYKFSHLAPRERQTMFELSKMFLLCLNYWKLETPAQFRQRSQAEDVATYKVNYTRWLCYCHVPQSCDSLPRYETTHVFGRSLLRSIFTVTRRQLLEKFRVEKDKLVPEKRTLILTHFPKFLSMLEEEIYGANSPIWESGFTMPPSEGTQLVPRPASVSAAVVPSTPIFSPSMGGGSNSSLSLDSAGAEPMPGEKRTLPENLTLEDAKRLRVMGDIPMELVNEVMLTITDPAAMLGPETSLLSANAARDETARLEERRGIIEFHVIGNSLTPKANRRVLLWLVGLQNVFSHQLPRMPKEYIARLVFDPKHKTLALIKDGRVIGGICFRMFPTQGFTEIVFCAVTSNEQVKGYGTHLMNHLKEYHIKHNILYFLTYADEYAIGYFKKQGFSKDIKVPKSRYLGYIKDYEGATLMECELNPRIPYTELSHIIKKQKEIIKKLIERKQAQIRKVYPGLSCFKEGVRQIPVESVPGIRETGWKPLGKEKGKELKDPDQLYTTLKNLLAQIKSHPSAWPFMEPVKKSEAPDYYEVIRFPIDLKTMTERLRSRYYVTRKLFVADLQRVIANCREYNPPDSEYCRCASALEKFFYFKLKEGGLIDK
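Titration-based screen in which CoA formation is detected via maleimide probe ThioGlo1 (50uM) turning fluorescent on thiol reaction; substrates H3(1-25) 75uM and acetyl-CoA 70uM, GCN5L2 20nM, 20 min incubation at room temperature.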
TDP1 cell noCPT = qHTS for Inhibitors of human tyrosyl-DNA phosphodiesterase 1 (TDP1): qHTS in cells in absence of CPT; 420,000 tested, 15% active; Potency, µM (top dose mostly 46.2 µM), inactives show top-dose activity change, negative = growth inhibition, hits mostly inhibitors; DT40 Tdp1-/- hTDP1 cells, no CPT, ATP luminescence, 48 h; note: nearly all actives have a fitted effect of over 55% in size
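Luminescent ATP content (CellTiter-Glo) served as the growth readout. Knockout chicken DT40 cells expressing human TDP1 were exposed to compounds without camptothecin for a minimum 48 hr at 37 °C.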
* = called active by the depositor; ? = inconclusive; . = not tested or not shown; ! = not active in a repeat; [ ] = another dose, or the depositor's remark. Calls come from the whole dose curve; as a rule, active = well fitted curve in the direction sought with a large enough effect; inconclusive = small, poorly fitted or top-dose-only effect, or another doubt; inactive = no such curve, though single readings can be large; an effect the other way counts as inactive or inconclusive. % is set by controls: 0 for no effect and ±100 for the full control effect; potency is the fitted concentration of half-maximal effect.

SMILES	DT40 TDP1 CPT	GCN5L2 inh	TDP1 cell noCPT
CN(C(=O)c1cccc(S(=O)(=O)NCc2ccccc2)c1)C1CCCCC1	?	2%	?
COC(=O)[C@@]12C[C@@H](CC(=O)NCCCN3CCCC3=O)C(=O)N(Cc3ccco3)C1=CCC(C)(C)C2	1%	.	21%
CCc1nc2c(OCCOc3ccc(F)cc3)cccn2c1N(C)C(=O)c1cccs1	18µM*	.	10µM*
CCOC(=O)N(C(=O)c1ccccc1)c1ccccc1	?	.	?
OC(c1ccccc1)c1nc(-c2cccc3cccnc23)cs1 (centres undefined)	-24%	.	-27%
O=C(NCCCNC(=O)c1cnccn1)c1ccc(Br)cc1	4%	-2%	6%
CCC(=O)N1CCN(c2nc3ccc(Br)cc3s2)CC1	?	-6%	18µM*
Cc1ccnc(NCc2cc(Cl)ccc2O)c1	?	.	?
CCC(C)[C@H](NC(=O)Nc1ccccc1F)C(=O)O (some centres undefined)	-3%	2%	-18%
O=c1cc(N2CCN(c3ccccc3)CC2)[nH]c(=O)n1-c1ccccc1	-21%	-4%	12%
CCN(C(=O)COC(=O)c1nc2nc(C)cc(C)n2n1)C1CCS(=O)(=O)C1 (centres undefined)	3%	-3%	14%
COc1ccc(OC)c(-c2csc(NC(=O)CN3C(=O)NC4(CCCC4)C3=O)n2)c1	-17%	-10%	-14%
CCc1ccc2[nH]c(=O)c(Cc3ccccc3)c(O)c2c1	-30%	1%	?
Cc1ccc(Cn2c(=O)n(CCc3ccccc3)c(=O)c3sc4ccccc4c32)cc1	4%	2%	11%
COc1ccc(C2C(C(=O)N3CC(C)CC(C)C3)c3ccccc3C(=O)N2C)cc1 (centres undefined)	5%	-3%	-11%
COC(=O)c1ccccc1NC(=O)c1cc(CN2CCOCC2)on1	5%	-2%	-11%
COc1ccc(N2C(=O)C3C4c5ccccc5C(C=Nc5ccc(C)cc5C)(c5ccccc54)C3C2=O)cc1 (centres undefined)	?	.	?
CSc1nsc(SC)c1NC(=O)N1CCCC1	1%	1%	-21%
Cc1c(C(=O)OCC(=O)Nc2cccc(S(N)(=O)=O)c2)oc2c1ccc1ccccc12	?	-20%	?
O=C(CSc1nncs1)Nc1nccs1	-10%	-4%	1%
CC(=O)c1cn(CC(=O)NCc2ccco2)c2ccccc12	?	1%	?
Cc1ccnc(Sc2ncccc2[N+](=O)[O-])n1	-19%	-4%	0%
O=C(O)c1ccc(-n2nnnc2SCc2ccccc2)cc1	3%	-6%	0%
CCOC(=O)c1c(S(=O)(=O)NCCc2cccs2)c(C)n(C)c1C	-8%	-3%	1%
CCOc1ccc(C2c3[nH]c4ccccc4c3CCN2Cc2cn(CC)nc2C)cc1 (centres undefined)	-6%	-4%	12%

Next part, overlapping the part above by seven compounds.
SMILES	DT40 TDP1 CPT	GCN5L2 inh	TDP1 cell noCPT
Cc1c(C(=O)OCC(=O)Nc2cccc(S(N)(=O)=O)c2)oc2c1ccc1ccccc12	?	-20%	?
O=C(CSc1nncs1)Nc1nccs1	-10%	-4%	1%
CC(=O)c1cn(CC(=O)NCc2ccco2)c2ccccc12	?	1%	?
Cc1ccnc(Sc2ncccc2[N+](=O)[O-])n1	-19%	-4%	0%
O=C(O)c1ccc(-n2nnnc2SCc2ccccc2)cc1	3%	-6%	0%
CCOC(=O)c1c(S(=O)(=O)NCCc2cccs2)c(C)n(C)c1C	-8%	-3%	1%
CCOc1ccc(C2c3[nH]c4ccccc4c3CCN2Cc2cn(CC)nc2C)cc1 (centres undefined)	-6%	-4%	12%
COCCN(C(=O)CCSc1ccc(F)cc1)c1c(N)n(Cc2ccccc2)c(=O)[nH]c1=O	-1%	1%	-27%
O=C(Nc1c(C(=O)Nc2ccc(F)cc2)oc2ccccc12)c1cc2ccccc2o1	?	-11%	18µM*
Cc1cccc(-n2ncc3c(N4CCCCCC4)ncnc32)c1	?	-4%	21µM*
CC1=C(/C=C/C(C)=C/C=C/C(C)=C/CO)C(C)(C)CCC1	?	.	21µM*!
CCSc1nnc(NC(=O)CSc2nccn2-c2cccc(C)c2)s1	1%	-5%	-5%
NC(=O)c1cnn2c(C(F)(F)F)cc(-c3ccccc3)nc12	?	.	?
CC[C@]12c3[nH]c4ccc(Cl)cc4c3CCN1C(=O)[C@@H](CC(=O)NCCCOC)C[C@@H]2C(=O)N1CCN(C(=O)c2ccco2)CC1	-26%	-3%	?
COc1ccc(S(=O)(=O)N2CCOCC2)cc1C(=O)NCc1c(C)nn(Cc2ccccc2)c1C	?	.	0%
CCC1CCCCN1CCCNC(=O)C1CCN(S(=O)(=O)N2CCCCC2)CC1 (centres undefined)	3%	0%	-2%
Cc1cccc(C(=O)C2CCN(S(=O)(=O)c3cccc(C(=O)O)c3)CC2)c1	4%	-4%	-18%
Cc1cc2ncn(-c3ncnc4sc5c(c34)CCC(C)C5)c2cc1C (centres undefined)	?	?	?
Cc1cccc(C)c1N1C(=O)c2ccccc2NC(=O)C1C(=O)NCc1ccco1 (centres undefined)	-2%	.	-27%
COc1ccc(NCc2cccn2-c2nnc(N3CCOCC3)s2)c(OC)c1	-26%	-2%	-22%
Cc1cc(C)c2oc(C(=O)Nc3ccc(S(=O)(=O)Nc4ncccn4)cc3)cc(=O)c2c1	-15%	-7%	-11%
COc1ccc(S(=O)(=O)N(CC(=O)N2CCN(C)CC2)c2ccc(C)cc2)cc1Br	-17%	-28%	-6%
O=C1NC[C@@H](CCCCN2CCN(CCc3ccccc3)C(=O)C2=O)N(Cc2ccccc2)C1=O	-7%	.	-2%
O=S(=O)([N-]c1nc2ccccc2nc1-[n+]1ccccc1)c1ccc(F)cc1	3%	-4%	-8%
O=C(NCc1cccc(Cl)c1)C1CCCN(c2ncnc3c2nc2n3CCCCC2)C1 (centres undefined)	-1%	-5%	12µM*
NC(=O)CSc1ncnc2c1oc1ccccc12	11%	0%	5%
COc1cc2c(cc1OC)C(CC(=O)O)N(C(=O)CC1CCCC1)CC2 (centres undefined)	10%	-3%	-10%
CCOC(=O)N1CCN(S(=O)(=O)N2CCCC(C(=O)NCc3cc(Br)ccc3OC)C2)CC1 (centres undefined)	18µM*	2%	13µM*
COC(=O)c1ccccc1S(=O)(=O)N1CCC(C(=O)NCCC2=CCCCC2)CC1	?	-2%	?
Cc1ccc(NC(=O)c2ccc(=O)[nH]n2)cc1C	-19%	1%	-6%
Cc1c(C)c(C)c(C(=O)c2ccc(NC(=O)c3ccccc3C(=O)O)cc2)c(C)c1C	8%	-18%	3%
Nc1ncncc1-c1ccc([N+](=O)[O-])cc1	16µM*	0%	?

Ordered by molecular weight (highest first): some entries from above
SMILES	DT40 TDP1 CPT	GCN5L2 inh	TDP1 cell noCPT
COc1ccc(S(=O)(=O)N2CCOCC2)cc1C(=O)NCc1c(C)nn(Cc2ccccc2)c1C	?	.	0%
Cc1c(C)c(C)c(C(=O)c2ccc(NC(=O)c3ccccc3C(=O)O)cc2)c(C)c1C	8%	-18%	3%
NC(=O)CSc1ncnc2c1oc1ccccc12	11%	0%	5%

Going on with the list.
SMILES	DT40 TDP1 CPT	GCN5L2 inh	TDP1 cell noCPT
COC(=O)C(C)NC(=O)COc1ccc2ccccc2c1 (centres undefined)	-10%	3%	-14%
Cc1ccc(Cn2ccsc2=NC(=O)COC(=O)c2ccc(NC(=O)CC#N)cc2)cc1	?	-3%	16µM*
CN(C)c1ncc2nc(-c3ccc(F)cc3)c(=O)n(CCC#N)c2n1	23%	-25%	-3%
CC1(C)N=C(c2ccccc2)C(=O)N1	-1%	0%	5%
Nc1nonc1-n1nnc(C(=O)N/N=C/c2cccc(O)c2)c1CN1CCCC1	-11%	-4%	10%
CC(C)[C@H](NC(=O)c1ccccc1Cl)C(=O)NC1CCCCCC1	-9%	-5%	-24%
Cn1c(SCC(=O)Nc2ccc3c(c2)OCCO3)nnc1C1CC1	17%	-14%	2%
O=C(CN1C(=O)c2cccc3cccc1c23)Nc1ccc(S(=O)(=O)Nc2nccs2)cc1	-12%	-20%	16%
Cc1ccc(S(=O)(=O)N2CCN(C(=O)COC(=O)C3CCC3)CC2)c(C)c1	-9%	-5%	-8%
COc1ccc(C(C)=O)cc1CSCCC#N	-3%	-8%	?
O=C(Nc1ccccc1)c1ccc(COc2ccccc2)cc1	-30%	-3%	0%
COCCn1cc(-c2csc(N)n2)c2ccccc21	-15%	0%	?
COc1ccc(OCC(=O)Nc2ccc(S(=O)(=O)Nc3nc(C)cc(C)n3)cc2)cc1	-25%	1%	-22%
CC1(C)S[C@@H]2[C@H](NC(=O)[C@H](N)c3ccccc3)C(=O)N2[C@H]1C(=O)OCOC(=O)[C@@H]1N2C(=O)C[C@H]2S(=O)(=O)C1(C)C	7%	.	1%
O=C(OCc1csc(Nc2ccccc2)n1)c1ccc(Cl)cc1	3%	-8%	-24%
CCNc1nc(Cl)nc(NNC(=O)C(C)Oc2ccccc2)n1 (centres undefined)	-5%	-2%	-12%
CCc1c(-c2ccccc2)nc2ccccc2c1C(=O)NC(C)c1ccccc1 (centres undefined)	?	-12%	23µM*
CC(=O)Nc1ccc(NC(=O)Cn2c(=O)ccc3cc(S(=O)(=O)N4CCC(C)CC4)ccc32)cc1	2%	-5%	?
Cc1ccc(C(=O)Nc2cc(Cl)ccc2N2CCCCC2)s1	?	-7%[0.501 µM]	?
COc1cc(OC)c(C(=O)N(CCc2ccccc2)Cc2ccccc2)cc1OC	?	0%	?
O=C(NCc1ccncc1)[C@@H]1CCCN1C(=O)[C@@H]1CCCN1C(=O)c1cccs1	-9%	.	-28%
C[C@@H]1CN(Cc2ccc3c(c2)CN(Cc2nc(-c4ccccc4)cs2)CCO3)C[C@H](C)O1	-7%[9.04 µM]	.	23µM*
CCOc1ccc(OCCC(=O)OCC(=O)N2CCN(S(=O)(=O)c3ccc(Cl)cc3)CC2)cc1	?	-5%	23µM*
COc1ccc(CCNC2=C(Cl)C(=O)N(CCc3ccccc3)C2=O)cc1OC	?	2%	21µM*
CSc1ncccc1C(=O)N1CCN(S(=O)(=O)c2ccccc2)CC1	-3%	5%	-1%
The results go on.
SMILES	DT40 TDP1 CPT	GCN5L2 inh	TDP1 cell noCPT
Cc1ccc(S(=O)(=O)N2CCCCC2)cc1NC(=O)c1cccnc1	-16%	-1%	?
Cc1ccc(-n2nc(C(=O)NC(C)C)c(=O)n(C)c2=O)cc1	-16%	-3%	-15%
CCc1ccc2oc(C(=O)NCc3ccc(S(N)(=O)=O)cc3)c(C)c2c1	-18%	-6%	-18%
Cc1cc(C(=O)NNC(=O)c2ccc(NC(=O)CC#N)cc2)c(C)o1	10%	-6%	-6%
CCC(C)NC(=O)c1ccccc1NC(=O)c1ccccc1N(C)S(C)(=O)=O (centres undefined)	-37%	3%	-20%
CCOC(=O)C1=C(C)NC(C)=C(C(=O)OCC)C1C(=O)OCC(=O)NCc1ccccc1OC	?	-3%	?
CC(C)C(NC(=O)CN1C(=O)c2ccccc2S1(=O)=O)C(C)C	-2%	-4%	0%
CCOC1=C2[C@H](c3cccs3)N(S(=O)(=O)c3ccc(C)cc3)C[C@H]2n2c(=O)n(-c3ccccc3)c(=O)n2C1	4%	.	5%
NC(=S)Cc1ccc(Cl)cc1Cl	6%	1%	5%
O=C(CCCSc1ccc(Cl)cc1)Nc1ccccc1O	6%	-10%	?
C=CCN(C(=O)c1csnn1)C(C(=O)NC1CCCC1)c1ccc(F)cc1 (centres undefined)	4%	-4%	-18%
Nc1ccn([C@@H]2O[C@H](CNCc3cc(Br)ccc3OCc3ccccc3)[C@@H](O)[C@H]2O)c(=O)n1	-2%	.	-5%
Oc1ccccc1/C=N/Nc1ccccc1	-10%	-2%	-6%
CC1Cc2ccccc2N1C(=O)CN1CCC(n2nnc3cc(C(F)(F)F)ccc32)CC1 (centres undefined)	?	-11%	23µM*
c1ccc(-c2nc(NC3CC3)nc(-n3ccnc3)n2)cc1	-27%	0%	?
CCOC(=O)c1c(NC(=O)CCNCc2ccco2)sc2c1CCC2	?	0%	?
COC(=O)C(C)c1ccc(C(=O)c2cccs2)cc1 (centres undefined)	-2%	11%	-10%
CCCCn1c(=NC(=O)c2cccnc2)c(C#N)cc2c(=O)n3cccc(C)c3nc21	-3%	-10%	?
CC(C)(C)NC(=O)COC(=O)c1ccc(Cl)c(S(N)(=O)=O)c1	6%	0%	0%
Cc1csc(NC(=O)CSc2nncn2C)n1	-15%	-4%	-30%
NS(=O)(=O)c1cccc(NC(=O)COC(=O)CCN2C(=O)c3ccccc3C2=O)c1	-1%	2%	18%
S=C(c1ccc[nH]1)N1CCOCC1	-14%	-3%	-5%
CNC(=O)c1c(NC(=O)c2ccc(S(=O)(=O)N3CCCc4ccccc43)cc2)sc2c1CCN(C)C2	23µM*	4%	13µM*

Source: PubChem (National Center for Advancing Translational Sciences (NCATS))
